SIAH1 antagonists: Siah-1 peptide-binding antagonists, primary screen, biochemical, fluorescence polarization, rhodamine-plectin, uHTS (AID 1817); E3 ubiquitin-protein ligase SIAH1 (Homo sapiens); Siah-1 / rhodamine-plectin peptide fluorescence polarization; higher % means a stronger effect; one-dose displacement, % at 20 µM; IC50 in µM for titrated hits; 0.02% of 290,000 active;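 active = displacement of at least 50% at 20 µM, with a fluorescence ratio check between 0.3 and a set limit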;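 also: plate controls were Siah plus tracer with DMSO for no effect and tracer alone without Siah for full effect; strong numbers were not always called active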
XIAP displacement: XIAP antagonists, biochemical, IAP family, fluorescence polarization (AID 1018) | 0.007% of 200,000 active | E3 ubiquitin-protein ligase XIAP (Homo sapiens) | XIAP BIR domain, fluorescence polarization peptide displacement; higher % means a stronger effect | displacement, % at 20 µM; hits with a dose series show IC50 in µM; in the data active = displacement above about 50%; also: a part of the inactive calls stands beside numbers as strong as those of hits
CSM14.1 death rescue: rescue of cells from ER stress-induced death, primary screen, 384-well, CSM14.1, thapsigargin, ATP luminescence (AID 1222); 190,000 tested, under 10 active; CSM14.1 thapsigargin-induced death rescue, ATP luminescence; higher % means a stronger effect; one-dose cellular ATP content (survival), % at 20 µM; EC50 in µM for titrated hits;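 active = EC50 below 50 µM in the dose-response confirmation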;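 also: death triggered by thapsigargin at about 15 µM added after 2 h compound pretreatment; cell ATP read after overnight thapsigargin exposure of roughly 18 to 22 hours; normalized against plate controls of thapsigargin alone and 5% DMSO vehicle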
M1AAP inhibition: P. falciparum M1AAP inhibitors, biochemical, fluorogenic H-Leu-NHMec substrate, 1536-well (AID 1445) | recombinant M1AAP, H-Leu-NHMec fluorogenic kinetic assay; higher % means a stronger effect | 0.42% of 220,000 active | inhibition, % at 30 µM, or IC50 in µM where a hit was titrated | Aminopeptidase N (Plasmodium falciparum (isolate 3D7));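 active = primary inhibition above the hit cutoff, then over 50% inhibition at one or more dose response concentrations, cut at about 23% in these data, passing the limit was not always enough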;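 also: plate controls were DMSO full reaction for no effect and no enzyme background for full effect; strong numbers were not always called active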
human PMI inhibitors: human PMI inhibitors, high substrate, primary screen, biochemical, fluorescence intensity, high mannose 6-phosphate (AID 1220); Mannose-6-phosphate isomerase (Homo sapiens); recombinant PMI enzyme, coupled fluorescence intensity; higher % means a stronger effect; inhibition, % at 20 µM; hits with a dose series show IC50 in µM; 0.66% of 190,000 active; in the data active = inhibition above about 50%
PhoP inhibition: inhibitors of PhoP regulon expression, primary screen, Salmonella Typhimurium, GFP reporter (AID 1863); S. Typhimurium PhoP-regulated promoter GFP reporter, 4 h; higher % means a stronger effect; inhibition, % at 50 µM, or IC50 in µM where a hit was titrated; 0.16% of 300,000 active;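 active = inhibition over 29.93%, a cutoff 3 SD above the screen mean, later confirmed by dose response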;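 also: 0% = low Mg2+ inducing control and 100% = high Mg2+ repressing control; strong numbers were not always called active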
M17LAP inhibition: P. falciparum M17LAP inhibitors, primary screen, biochemical, fluorogenic H-Leu-NHMec substrate, 1536-well (AID 1619); Leucine aminopeptidase (Plasmodium falciparum (isolate 3D7)); recombinant M17LAP, H-Leu-NHMec fluorogenic kinetic assay; higher % means a stronger effect; one-dose inhibition, % at 30 µM; IC50 in µM for titrated hits; 0.38% of 220,000 active;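 active = compound inhibiting the enzyme by more than half at any dose during confirmatory dose-response retesting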;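 also: plate controls were full reaction with DMSO carrier for no effect and no enzyme background for full effect; strong numbers were not always called active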
West Nile virus CPE: West Nile virus antiviral activity, cell-based, CPE readout (AID 1621) | West Nile virus-infected cells, CPE inhibition; higher % means a stronger effect | 0.02% of 290,000 active | CPE inhibition, % at 10 µM, or IC50 in µM where a hit was titrated; in the data active = a potency from the dose series; also: strong numbers were not always called active
Yfh1-off respiration: enhancers of respiration in Yfh1-depleted yeast, dose response, Friedreich's ataxia, plus single-dose screen (AID 1465) | fold induction at 50 µM, or EC50 in µM where a hit was titrated | 0.074% of 220,000 active | S. cerevisiae Yfh1-off respiration, WST-1 reduction, 72 h; higher fold induction means a stronger effect;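 active = fold induction of absorbance versus untreated yeast above a set limit, then at least 30% activation at any dose in follow-up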;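 also: activators that raise dye reduction in frataxin-depleted yeast; strong numbers were not always called active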
An asterisk follows results filed as active; i = inactive; nt = not tested or not shown.

Start of the listing, in advance, 10 compounds:
SMILES	SIAH1 antagonists	XIAP displacement	CSM14.1 death rescue	M1AAP inhibition	human PMI inhibitors	PhoP inhibition	M17LAP inhibition	West Nile virus CPE	Yfh1-off respiration
COc1ccc(OC)c2[nH]c(=O)c(CCNC(=O)c3ccc(S(=O)(=O)N(C)C)cc3)cc12	-2%	-7.2%	2.5%	1%	19%	-2%	-4%	nt	nt
Cc1ccc(NC(=O)NNC(=O)c2snnc2C)cc1	-4%	-19%	nt	10%	3%	-16%	6%	1.6%	i
CS(=O)(=O)N1CCCC(C(=O)N2CCN(c3cccc(Cl)c3)CC2)C1 (stereo unspecified)	3%	-6.9%	1.6%	1%	4%	0%	-5%	-1.1%	i
COc1ccc(C2CC(c3c(Cl)cccc3Cl)n3nc(N)nc3N2)cc1 (stereo unspecified)	1%	-8.3%	-1.0%	4%	56%*	4%	0%	-0.1%	i
CCCCNC(=O)c1ccccc1NC(=O)CN(c1ccccc1)S(=O)(=O)N(C)C	4%	-2.7%	5.7%	4%	12%	0%	20%	-0.7%	i
COc1ccc(C2N=C(c3ccccc3)C(C)(C)N2O)cc1 (stereo unspecified)	-1%	-4.9%	2.4%	3%	-10%	18%	10%	-0.4%	i
CCCc1cc(C(=O)NCCc2ccccc2)no1	-1%	-3.8%	-1.5%	5%	0%	-10%	-1%	-0.2%	i
CCOC(=O)CCCC(=O)N1CCOCCOCCN(C(=O)CCCC(=O)OCC)CCOCCOCC1	0%	-8.4%	1.0%	8%	nt	-5%	-1%	-0.2%	i
O=C(NCc1ccccc1)NC1(C(=O)N2CCOCC2)CCCCC1	2%	-3.4%	-1.0%	0%	-1%	-8%	6%	0.2%	i
FC(F)(F)c1nnc(-c2ccccc2)nc1Oc1ccccc1	1%	-5.2%	-2.1%	-5%	3%	-24%	3%	0.1%	i

The list itself, repeating the preview:
SMILES	SIAH1 antagonists	XIAP displacement	CSM14.1 death rescue	M1AAP inhibition	human PMI inhibitors	PhoP inhibition	M17LAP inhibition	West Nile virus CPE	Yfh1-off respiration
COc1ccc(OC)c2[nH]c(=O)c(CCNC(=O)c3ccc(S(=O)(=O)N(C)C)cc3)cc12	-2%	-7.2%	2.5%	1%	19%	-2%	-4%	nt	nt
Cc1ccc(NC(=O)NNC(=O)c2snnc2C)cc1	-4%	-19%	nt	10%	3%	-16%	6%	1.6%	i
CS(=O)(=O)N1CCCC(C(=O)N2CCN(c3cccc(Cl)c3)CC2)C1 (stereo unspecified)	3%	-6.9%	1.6%	1%	4%	0%	-5%	-1.1%	i
COc1ccc(C2CC(c3c(Cl)cccc3Cl)n3nc(N)nc3N2)cc1 (stereo unspecified)	1%	-8.3%	-1.0%	4%	56%*	4%	0%	-0.1%	i
CCCCNC(=O)c1ccccc1NC(=O)CN(c1ccccc1)S(=O)(=O)N(C)C	4%	-2.7%	5.7%	4%	12%	0%	20%	-0.7%	i
COc1ccc(C2N=C(c3ccccc3)C(C)(C)N2O)cc1 (stereo unspecified)	-1%	-4.9%	2.4%	3%	-10%	18%	10%	-0.4%	i
CCCc1cc(C(=O)NCCc2ccccc2)no1	-1%	-3.8%	-1.5%	5%	0%	-10%	-1%	-0.2%	i
CCOC(=O)CCCC(=O)N1CCOCCOCCN(C(=O)CCCC(=O)OCC)CCOCCOCC1	0%	-8.4%	1.0%	8%	nt	-5%	-1%	-0.2%	i
O=C(NCc1ccccc1)NC1(C(=O)N2CCOCC2)CCCCC1	2%	-3.4%	-1.0%	0%	-1%	-8%	6%	0.2%	i
FC(F)(F)c1nnc(-c2ccccc2)nc1Oc1ccccc1	1%	-5.2%	-2.1%	-5%	3%	-24%	3%	0.1%	i
CCn1nc(C)c(Br)c1Nc1ccc(Br)cc1	-5%	-7.1%	3.7%	1%	7%	6%	-4%	-0.6%	i
Cc1cccc2cc(CN(CC3CCCO3)S(=O)(=O)c3ccccc3)c3nnnn3c12 (stereo unspecified)	5%	-5.7%	-3.1%	nt	5%	nt	nt	nt	nt
CC(=O)NC1CC2CCCC(C1)N2S(=O)(=O)c1cccc(F)c1 (stereo unspecified)	-2%	-1.5%	0.4%	4%	-7%	-2%	9%	-0.6%	i
Cc1nc(N)sc1C(=O)OCC(C)C	16%	-3.8%	0.3%	-4%	-6%	-1%	-4%	0.1%	i
ClC1(Cl)CC1CSc1nc2ccccc2[nH]1 (stereo unspecified)	1%	-4.9%	0.6%	0%	14%	-4%	-6%	-0.7%	i
CC(C)c1nc(N2CCN(C(=O)c3ccco3)CC2)c2c3c(sc2n1)CCCC3	1%	-6.1%	0.6%	4%	18%	-2%	1%	2.5%	i
CCOc1ncccc1C(=O)NCc1ccc(OC)cc1	2%	-7.4%	-0.5%	0%	15%	14%	1%	1.9%	i
Cc1ccc(Cl)cc1NC(=O)c1cnn2c1NC(c1ccco1)CC2C(F)(F)F (stereo unspecified)	-5%	-6.2%	1.2%	13%	3%	8%	3%	-0.8%	i
Cc1c(Cl)ccc2c(C(=O)NCCN3CCCCC3)cc(-c3ccccn3)nc12	-2%	-10%	-3.0%	-2%	-7%	1%	-9%	-2.1%	i
COc1ccc(C(=O)Nc2nc3ccccc3[nH]2)cc1S(=O)(=O)N1CCCC1	-5%	-3.7%	3.6%	7%	-6%	-7%	12%	0.5%	i
O=C(COc1ccc(/C=N/NC(=O)c2ccccc2O)cc1)Nc1ccc([N+](=O)[O-])cc1	16%	-3.7%	-1.7%	16%	-3%	8%	2%	0.0%	i
COc1ccc(OC)c(-c2cc(C(F)(F)F)c3c(n2)sc2c(O)cc(=O)[nH]c23)c1	0%	-4.4%	-1.7%	10%	-9%	0%	13%	-0.1%	i
O=C(COc1ccccc1Cl)N1CCN(c2ccc(F)cc2)CC1	2%	-2.3%	-2.0%	13%	8%	1%	-12%	-0.9%	i
CC(C)CCNC(=O)c1ccc2c(c1)ncn2C1CCCC1	1%	-5.6%	-8.8%	6%	1%	1%	26%	1.0%	i
NC(=O)c1noc(C(=O)N(CC(=O)NC2CCCC2)Cc2ccc3c(c2)OCO3)c1N	2%	-4.7%	-2.1%	3%	-24%	-2%	-7%	1.1%	i
C/C(=N\Nc1cccc(Cl)c1)c1ccncc1	-8%	-5.3%	-1.5%	14%	-129%	-4%	0%	-1.3%	i
O=C(c1ccccc1)[C@H]1CC=CC[C@H]1C(=O)O	1%	-8.3%	0.5%	-3%	2%	-10%	5%	0.3%	i
Cc1cc(C(=O)COC(=O)c2nc3nccc(C)n3n2)c(C)n1CC1CCCO1 (stereo unspecified)	3%	-8.0%	0.1%	-2%	-1%	-3%	4%	-0.3%	i
O=C(CC1C(=O)NCCN1Cc1ccc(Cl)c(F)c1)NCCc1cccnc1 (stereo unspecified)	-3%	nt	nt	0%	nt	-9%	6%	0.1%	i
COc1ccccc1NC(=O)CCn1cccc1	-1%	-22%	-4.2%	11%	-13%	-5%	7%	-0.5%	i
CN(C)c1ccc(C(=S)Nc2ccccc2)cc1	-5%	-4.4%	2.3%	5%	-2%	-8%	8%	0.0%	i
NS(=O)(=O)c1ccc(NCC2COc3ccccc3O2)c([N+](=O)[O-])c1 (stereo unspecified)	-1%	-9.7%	0.8%	4%	8%	9%	0%	-1.1%	i
CN(NC(=O)c1ccccc1F)c1nc(C(F)(F)F)nc2ccccc12	2%	-5.5%	-1.6%	3%	5%	-14%	2%	-0.7%	i
CN(C)c1ccc(NC(=O)c2cccc(N3C(=O)CCC3=O)c2)cc1	-3%	-3.2%	-1.9%	14%	20%	4%	4%	-0.2%	i
CN(C)S(=O)(=O)N1CCN(c2ccc([N+](=O)[O-])c(NC3CC3)c2)CC1	4%	-5.0%	-1.2%	10%	11%	-6%	0%	-0.7%	i
Cc1cc(SCC(=O)N/N=C/c2ccc(O)c(O)c2)c(C)cc1Br	-3%	-3.4%	-4.9%	-1%	16%	-10%	16%	-0.2%	i
COC(=O)c1ccc2nc(NC(=O)C(C)C)sc2c1	4%	-5.7%	-1.8%	3%	1%	0%	7%	-0.4%	i
Cc1ccc(S(=O)(=O)N2CCC(C(=O)NCCc3ccccn3)CC2)cc1	-1%	-4.0%	-0.8%	2%	13%	-4%	7%	-0.5%	i
COc1ccc2[nH]c3c(NCCN4CCCCC4)ncnc3c2c1	1%	-5.0%	-6.7%	20%	12%	-2%	-24%	-1.0%	i
COc1ccc(CN(C(=O)CN2C(=O)COc3ccccc32)C2CCCC2)c(OC)c1	2%	-1.6%	1.0%	1%	7%	16%	-5%	-0.5%	i
CC1(C)c2ccccc2N2CC(=O)NC21/C=C/c1ccco1 (stereo unspecified)	-3%	-7.6%	-1.4%	3%	-17%	-6%	0%	0.1%	i
N#Cc1nc(COc2ccccc2Cl)oc1NCc1ccco1	0%	-7.0%	-0.8%	-1%	22%	-10%	-3%	-0.8%	i
Cc1cc(N/C=C/C(=O)c2cccs2)ccc1F	0%	-6.3%	-1.0%	9%	22%	-5%	5%	-0.3%	i
O=C1CN2C(=Nc3ccc(Cl)cc3C2c2ccccc2)CN1 (stereo unspecified)	3%	-6.0%	nt	28%*	-7%	-11%	3%	0.5%	nt
CC1(C)CC2(CC(C)(C(=O)CSc3nc4ccccc4s3)OC2=O)C(=O)O1 (stereo unspecified)	-1%	2.4%	-0.7%	11%	10%	-9%	13%	-1.6%	i
CCc1ccc(CN/C=C/C(=O)c2ccc(Br)cc2)cc1	2%	1.8%	-0.2%	12%	6%	-13%	4%	-0.2%	i
COc1cccc(/C=N/NC(=O)c2cc3c(OC)cccc3[nH]2)c1OC	7%	-4.7%	-1.7%	8%	3%	-7%	6%	0.2%	i
N#C/C(=C\c1cc([N+](=O)[O-])c(N2CCCCC2)cc1N1CCCCC1)c1nn(-c2ccccc2)c(N)c1C#N	4%	-2.8%	-4.3%	3%	4%	26%	16%	0.3%	i
NNC(=O)c1nc(-c2cccc(-n3cccc3)c2)no1	1%	nt	nt	5%	nt	-10%	6%	-0.1%	i
Cc1cc(C)c(NC(=S)NCCCSC2CCCCC2)c(C)c1	4%	-0.3%	0.0%	0%	-1%	1%	-1%	-0.8%	i
